TR SRC2 fluor cs: Total Fluorescence Counterscreen for Inhibitors of the Interaction of Thyroid Hormone Receptor and Steroid Receptor Coregulator 2; 280,000 compounds, 0.29% hits; TRb/SRC2 Texas Red total fluorescence interference; Potency, µM (top dose mostly 106 µM), for the others: top-dose fluorescence change, negative = quenching; active = well fitted curve in either direction with a large enough effect; inconclusive = small, poorly fitted or top-dose-only effect; also: potency is read from the fitted curve at half-maximal effect; % is scaled to controls: 0 for no effect and ±100 for the full control effect
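Flags fluorescent or light-absorbing compounds by total fluorescence, S + 2P, at 555 nm excitation and 632 nm emission. Mixture: 20 nM Texas Red SRC2 peptide, 0.6 uM human TRb LBD, 1 uM T3, 5% DMSO; compound exposure 5 h at ambient temperature.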
CBFb RUNX1 block: qHTS Assay for Compounds Blocking the Interaction Between CBF-beta and RUNX1 for the Treatment of Acute Myeloid Leukemia | Runt-related transcription factor 1 (Homo sapiens) + Core-binding factor subunit beta … | AlphaScreen CBFb-His/RUNX1-biotin binding, biochemical | Potency, µM (highest dose often 59.8 µM), for the others: at the highest dose activity, negative = inhibition, hits mostly inhibitors | 230,000 tested, under 10 active | AID 1477, 2009; also: % of control where 0% means no effect
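Read-out: AlphaScreen. Format: His-CBF-beta with biotinylated RUNX1 (30 nM each) preincubated 20 min, compound 15 min, Ni-chelate plus streptavidin beads 90 min; room temperature throughout.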
Epigenetic reg: Quantitative High-Throughput Screen for Regulators of Epigenetic Control; murine LDR cells, GFP reporter derepression, 30 h; Potency, µM (series often up to 53.9 µM), for inactives: top-dose GFP activation, usual class: activators; 280,000 compounds, 0.2% hits; AID 1865, 2009; also: potency is read from the fitted curve at half-maximal effect; % of control where 0% means no effect; nearly all actives have a fitted effect of over 60% in size
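GFP-positive cell count by laser-scanning cytometry (objects 20–120 um) after 30 h, 37 C compound exposure of murine LDR cells; reporter is CMV-GFP integrated at a silenced locus, inducible by HDAC or DNMT inhibitors.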
NPSR antagonist: qHTS Assay for Antagonists of the Neuropeptide S Receptor: cAMP Signal Transduction; Q6W5P4; CHO-NPSR cells, cAMP TR-FRET, antagonist mode; Potency, µM (highest dose often 38.3 µM), for inactives: top-dose activity change, negative = inhibition, actives largely listed as inhibitors; 220,000 compounds, 1% hits; AID 1461, 2008; also: potency is read from the fitted curve at half-maximal effect; % is scaled to controls: 0 for no effect and ±100 for the full control effect; nearly all actives have a fitted effect of over 50% in size; many of its hits are not listed in these tables
TRb SRC2 PPI: qHTS for Inhibitors of the Interaction of Thyroid Hormone Receptor and Steroid Receptor Coregulator 2; Thyroid hormone receptor beta (Homo sapiens), P10828; TRbeta-SRC2 peptide binding, fluorescence polarization; receptor liganded with 1 µM T3; Potency, µM (highest dose often 106 µM), without a hit: at the highest dose activity change, negative = inhibition, usual class: inhibitors; 280,000 compounds, 0.065% hits;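 also: potency is read from the fitted curve at half-maximal effect; plate controls were bound peptide for no effect and peptide without receptor for full effect; nearly all actives have a fitted effect of over 50% in size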
Target sequence (P10828 whole entry, looked up): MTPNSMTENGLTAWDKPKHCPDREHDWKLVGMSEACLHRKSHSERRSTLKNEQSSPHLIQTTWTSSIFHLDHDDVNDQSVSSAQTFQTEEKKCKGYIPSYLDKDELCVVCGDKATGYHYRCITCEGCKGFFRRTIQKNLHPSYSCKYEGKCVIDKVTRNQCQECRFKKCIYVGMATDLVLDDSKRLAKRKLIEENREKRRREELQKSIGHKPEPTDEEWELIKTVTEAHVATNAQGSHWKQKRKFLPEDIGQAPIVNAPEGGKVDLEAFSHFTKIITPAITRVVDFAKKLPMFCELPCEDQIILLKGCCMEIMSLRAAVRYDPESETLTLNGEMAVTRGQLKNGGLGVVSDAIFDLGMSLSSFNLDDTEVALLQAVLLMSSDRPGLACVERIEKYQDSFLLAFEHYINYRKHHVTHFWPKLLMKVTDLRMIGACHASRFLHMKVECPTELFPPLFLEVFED
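Decrease in fluorescence polarization of 20 nM Texas Red SRC2 coactivator peptide flagged inhibition of its binding to 0.6 uM TRb LBD; 1 uM T3 included, incubation 5 hr, ex 555/em 632 nm.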
Tau fluor cs: Counterscreen qHTS for Inhibitors of Tau Fibril Formation, Fluorescence Polarization | tau K18 P301L (four-repeat tau fragment) Alexa594 fluorescence, heparin fibrillization | Potency, µM (series often up to 57.7 µM), without a hit: top-dose activity change, negative = decrease | 280,000 compounds, 0.93% hits | AID 1463, 2008; also: potency is read from the fitted curve at half-maximal effect; % is scaled to controls: 0 for no effect and ±100 for the full control effect; nearly all actives have a fitted effect of over 55% in size
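Human K18 P301L tau (15 uM unlabeled plus 0.24 uM Alexa 594-labeled, final) in 100 mM sodium acetate pH 7 was mixed with compound and 20 uM heparin and incubated 6 hr at 37 C.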
Tau FP inhib: qHTS for Inhibitors of Tau Fibril Formation, Fluorescence Polarization. K18 P301L tau heparin fibrillization, Alexa594 FP, 6 h. Potency, µM (highest dose often 57.7 µM), without a hit: at the highest dose activity, negative = inhibition, hits mostly inhibitors. 280,000 compounds, 0.39% hits; also: potency is read from the fitted curve at half-maximal effect; % is scaled to controls: 0 for no effect and ±100 for the full control effect; nearly all actives have a fitted effect of over 55% in size
Target sequence (P10636 561-689 P618L limits assumed): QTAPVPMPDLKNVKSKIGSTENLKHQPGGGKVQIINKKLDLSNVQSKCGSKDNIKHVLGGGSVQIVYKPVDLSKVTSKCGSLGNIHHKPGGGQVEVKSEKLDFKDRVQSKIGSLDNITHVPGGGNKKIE
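Read-out: fluorescence polarization of Alexa 594-labeled tau (0.24 uM), 555 nm excitation, 632 nm emission. Mixtures held 15 uM unlabeled K18 P301L, compound and 20 uM heparin, pH 7 acetate buffer, incubated 6 hr at 37 C.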
GLA spleen mod: qHTS Assay for Inhibitors and Activators of Human alpha-Galactosidase From Spleen Homogenate; Potency, µM (doses to about 80 µM), without a hit: top-dose activity change, negative = inhibition, usual class: inhibitors; human spleen homogenate, 4MU-alpha-Gal fluorescence, 40 min; 240,000 compounds, 0.008% hits;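 also: potency is read from the fitted curve at half-maximal effect; 0% = enzyme with vehicle and -100% = no enzyme basal signal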
Target sequence (P06280 32-429 limits assumed): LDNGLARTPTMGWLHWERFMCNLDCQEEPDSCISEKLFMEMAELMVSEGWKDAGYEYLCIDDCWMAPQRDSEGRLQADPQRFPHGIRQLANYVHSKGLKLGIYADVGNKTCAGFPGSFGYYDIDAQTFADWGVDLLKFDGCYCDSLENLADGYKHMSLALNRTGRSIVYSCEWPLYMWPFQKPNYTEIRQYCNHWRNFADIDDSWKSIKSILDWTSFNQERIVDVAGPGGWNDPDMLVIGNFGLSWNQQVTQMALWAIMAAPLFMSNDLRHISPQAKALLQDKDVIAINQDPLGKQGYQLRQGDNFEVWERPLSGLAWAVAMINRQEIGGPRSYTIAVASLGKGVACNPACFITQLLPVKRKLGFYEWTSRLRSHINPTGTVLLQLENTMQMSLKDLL
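Spleen homogenate 1 ug + cpd (titration) + 4-MU-alpha-D-galactopyranoside 1 mM; 37C 40 min; 50 mM citrate/phosphate pH 5.0, 0.01% Tween-20; stop pH 10; fluorescence 365/440; AC50 via Hill.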
Starred values were filed as active, the others as inactive; ? = inconclusive; / = no result given; [ ] = another dose, or the depositor's remark. Unless noted, calls follow the shape of the dose curve; as a rule, active = well fitted curve in the direction sought with a large enough effect; inconclusive = small, poorly fitted or top-dose-only effect, or another doubt; inactive = no such curve, though single readings can be large; an effect the other way counts as inactive or inconclusive.

SMILES | Tau fluor cs | TRb SRC2 PPI | Tau FP inhib | TR SRC2 fluor cs | CBFb RUNX1 block | NPSR antagonist | GLA spleen mod | Epigenetic reg
CCOc1ccc(CNC(=O)c2ccc(Sc3ccc(C)cc3)c(NC(C)=O)c2)cc1OC | 4% | -6% | -4% | 3% | -7% | -21%[46.1 µM] | -3% | 0.0%
Cc1cc(C)cc(-n2ccnc(NCc3ccc(F)cc3)c2=O)c1 | -7% | -1% | 7% | 0% | / | / | / | -3.5%
CCOCCCNC(=O)Cn1nc(CC)n2c(cc3c(OC)cccc32)c1=O | -6% | 3% | -2% | 4% | / | / | / | 0.0%
CCOC(=O)c1cc(CN2CCOCC2)oc1-c1ccccc1 | -8% | 7% | 4% | 1% | 4% | -19%[7.67 µM] | 2% | -2.7%
CN(C(=O)CSc1nnc(Nc2ccccc2)s1)C1CCS(=O)(=O)C1 (stereo unspecified) | -2% | -6% | 2% | -3% | -5% | -2% | -9% | 0.0%
CC(N=Cc1ccccc1O)c1ccccc1 (stereo unspecified) | 2% | -17% | 6% | -3% | 0% | -2%[46.1 µM] | 8% | 2.6%
CN(C(=O)COC(=O)CCc1nc2ccccc2c(=O)[nH]1)C1CCS(=O)(=O)C1 (stereo unspecified) | 7% | 4% | -6% | -1% | -7% | 10% | 0% | 0.4%
CN(Cc1ccccc1)C(=O)C1CCC(CNS(=O)(=O)c2cccc3cccnc23)CC1 (stereo unspecified) | -17% | 0% | -8% | -2% | 6% | ? | 6% | 3.3%
Cc1cccn2c(CNC3CCCc4ccccc43)c(C(=O)N3CCCCC3)nc12 (stereo unspecified) | 1% | -8% | 1% | -2% | -1% | -18% | -9% | 4.1%
CC1CCc2nn(CC(=O)NCc3ccc4c(c3)OCO4)cc2C1 (stereo unspecified) | 1% | 5% | 0% | -5% | 7% | -5%[46.1 µM] | 15% | 1.3%
CCOC(=O)C1CCN(c2csc3ccc(C)cc3c2=O)CC1 | ? | 10% | -4% | -10% | / | / | / | -1.7%
COc1ccc(N/N=C(\C=N\O)C(=O)c2ccc(OC)cc2)cc1 | ? | 5% | 16% | -4% | ? | ? | -7% | -2.5%
Cc1cc2cc(C(c3nnnn3CC3CCCO3)N3CCCc4ccccc43)c(=O)[nH]c2cc1C (stereo unspecified) | -17% | 4% | -7% | 6% | -5% | ? | -6% | 5.1%
O=C(O)c1cccc(COCC(F)(F)C(F)F)c1 | 5% | 1% | -1% | -2% | 10% | ? | -8% | -4.2%
C=CCN(c1ccccc1)S(=O)(=O)c1cccc(C(=O)OCC(=O)NCCOC)c1 | 6% | 8% | -4% | -2% | 4% | 1% | 9% | -4.2%
O=C(Nc1ccnc(-c2cccnc2)n1)c1ccc(Cl)c(Cl)c1 | -5% | 4% | -6% | 1% | 4% | 8%[46.1 µM] | 16% | 0.0%
Cn1c(=O)c2c(nc(NCc3cccnc3)n2Cc2ccccc2Cl)n(C)c1=O | -7% | 8% | 1% | -1% | -3% | -9% | 13% | 6.9%
Cc1ccc(NS(=O)(=O)c2ccc3[nH]c(=O)sc3c2)cc1 | -17% | 8% | -8% | 1% | -1% | -21% | 5% | -4.6%
CCN(Cc1ccccc1)S(=O)(=O)c1cc(Br)cc2c1N(C(=O)C1CC1)CC2 | ? | 9% | 4% | -1% | / | / | / | -1.5%
O=C(Cn1cccc1)N1CCc2ccccc21 | -10% | -8% | -6% | 2% | -3% | 2%[46.1 µM] | -16% | 0.0%
O=C(Nc1ccc2nc(-c3ccco3)[nH]c2c1)c1cccs1 | ? | 3% | 11% | -5% | 4% | -7%[46.1 µM] | 3% | -0.8%
COc1ccc(N2C(=O)CC(N3CCOCC3)C2=O)cc1 (stereo unspecified) | 2% | 1% | -3% | -6% | 2% | 0%[46.1 µM] | -10% | 1.0%
COc1ccc(CNC(=O)CCCn2c(=O)c3cccn3c3ccc(F)cc32)cc1OC | -24% | 1% | -1% | 5% | / | / | / | 0.8%
O=C(Nc1cccc(F)c1)C1CC(=O)N(c2ccc(Br)cc2)C1 (stereo unspecified) | -28% | 1% | ? | 1% | 2% | -4%[46.1 µM] | -9% | 0.0%
CC(=C\C(=O)O)/C(=C/c1ccco1)C(=O)O | -22% | -3% | ? | 0% | 5% | 38% | 6% | 4.9%
O=C(C1CCN(S(=O)(=O)c2cccs2)CC1)N1CCN(Cc2ccccc2)CC1 | -6% | 1% | -2% | -1% | 5% | -7% | 1% | -3.1%
CC(C)(C)C1C/C(=C/c2ccccn2)C(=O)/C(=C/c2ccccn2)C1 (stereo unspecified) | -25% | -7% | ? | -1% | -14% | 2µM* | 0% | -3.7%
COc1ccccc1C(=O)NC(=S)N1CCc2ccccc21 | -3% | 0% | 0% | -4% | 6% | -25% | -12% | 0.1%
CC(C)CCNC(=O)c1ccc(Cn2c(SCC(N)=O)nc3ccccc3c2=O)cc1 | -8% | -4% | -4% | 1% | / | / | / | 5.1%
COc1ccc(-c2nc(CCNS(=O)(=O)c3ccc4c(c3)OCCO4)cs2)cc1 | -27% | -20% | -13% | -3% | 17% | -10%[46.1 µM] | -3% | 0.1%
COC(=O)COc1cccc2c(=O)n(CC(=O)N3CCC(C)CC3)ccc12 | -3% | -3% | -4% | -1% | 3% | 11% | -2% | 0.0%
C/C(CC(=O)NC1CCCC1)=N\NC(=O)c1ccc([N+](=O)[O-])c(Cl)c1 | -6% | -2% | 5% | -7% | 8% | 15% | -1% | 0.0%
CC(=O)Nc1ccc(NC(=O)Nc2ccc3c(c2)N(C)C(=O)CS3)cc1 | -20% | 2% | 3% | 1% | -10% | 14% | 2% | -1.4%
COc1ccc2nc(C)cc(SCC(=O)N/N=C/c3ccc(O)c(O)c3)c2c1 | ? | -9% | -6% | -9% | ? | -4% | 5% | -8.4%
COc1cc(NC(=O)Cn2ccc3ccccc3c2=O)cc(OC)c1OC | -7% | 5% | -10% | 1% | / | / | / | 0.8%
N#CCCN(Cc1ccccc1)C(=O)Nc1ccc(F)cc1 | -4% | 0% | 7% | 1% | -3% | -6% | -1% | -3.3%
COc1cc2c(=O)c(S(=O)(=O)c3ccc(C)cc3)cn(Cc3cccc(C)c3)c2cc1OC | -18% | -11% | -5% | -1% | / | / | / | -7.9%
COc1ccc(-n2ncc3c(N4CCC(C(N)=O)CC4)ncnc32)cc1 | -26% | 2% | -7% | 0% | -2% | -16%[46.1 µM] | -9% | -1.8%
O=C(NCCN1CCOCC1)c1cn(CCc2ccccc2)nn1 | 6% | -8% | 1% | -1% | 1% | -3%[46.1 µM] | 0% | -8.9%
O=C(Nc1ccc(N2CCN(C(=O)c3ccco3)CC2)cc1)C(c1ccccc1)c1ccccc1 | ? | -7% | ? | -2% | -26% | ? | -4% | 0.0%

Another view of part of the listing above:
O=C(C1CCN(S(=O)(=O)c2cccs2)CC1)N1CCN(Cc2ccccc2)CC1
  Tau fluor cs = -6%	TRb SRC2 PPI = 1%	Tau FP inhib = -2%	TR SRC2 fluor cs = -1%	CBFb RUNX1 block = 5%	NPSR antagonist = -7%	GLA spleen mod = 1%	Epigenetic reg = -3.1%
CC(C)(C)C1C/C(=C/c2ccccn2)C(=O)/C(=C/c2ccccn2)C1 (stereo unspecified)
  Tau fluor cs = -25%	TRb SRC2 PPI = -7%	Tau FP inhib = ?	TR SRC2 fluor cs = -1%	CBFb RUNX1 block = -14%	NPSR antagonist = 2µM*	GLA spleen mod = 0%	Epigenetic reg = -3.7%
COc1ccccc1C(=O)NC(=S)N1CCc2ccccc21
  Tau fluor cs = -3%	TRb SRC2 PPI = 0%	Tau FP inhib = 0%	TR SRC2 fluor cs = -4%	CBFb RUNX1 block = 6%	NPSR antagonist = -25%	GLA spleen mod = -12%	Epigenetic reg = 0.1%

Later entries:
SMILES | Tau fluor cs | TRb SRC2 PPI | Tau FP inhib | TR SRC2 fluor cs | CBFb RUNX1 block | NPSR antagonist | GLA spleen mod | Epigenetic reg
CN1/C(=C\C(=O)Nc2cccnc2)c2ccccc2CC1(C)C | -8% | -8% | -12% | 0% | 3% | 4% | 3% | -0.1%
CCC(=O)NS(=O)(=O)c1cccnc1Nc1ccccc1Cl | -6% | 0% | -6% | 1% | 1% | -9%[46.1 µM] | 5% | 0.0%
O=C(O)c1c2c(nc3ccc(F)cc13)CCC2 | 2% | 2% | 7% | 0% | 7% | 2%[46.1 µM] | 2% | 0.0%
CC(C)COCc1ccc(O)c2ncccc12 | -17% | -4% | -3% | -2% | -2% | 38% | -6% | ?
CC(C)c1c(Cl)c(O)c(-c2ccccc2)c(=O)n1-c1ccc(F)cc1 | 0% | -1% | 0% | -1% | -1% | -11% | 2% | -6.1%
O=[N+]([O-])c1ccccc1S(=O)(=O)n1cnc2ccccc21 | -2% | 7% | -2% | 0% | 5% | -13% | 3% | 3.8%
CCC(C(=O)OCC(=O)c1ccc2c(c1)NC(=O)CO2)c1ccccc1 (stereo unspecified) | -18% | -5% | 0% | -4% | 2% | -26% | -9% | -0.2%
Cc1cccc(OCC(=O)Nc2ccccc2OCc2cc(=O)n3ccccc3n2)c1 | -12% | -7% | -8% | -1% | / | / | / | 6.2%
Cc1ccc(CCNC(=O)C2CC(c3cc(C(F)(F)F)cc(C(F)(F)F)c3)=NO2)cc1 (stereo unspecified) | -6% | 9% | 8% | -1% | 19% | -10% | -2% | ?
CCOc1ccc(CCNC(=O)c2ccc3c(c2)N(Cc2ccccc2F)C(=O)c2ccccc2S3=O)cc1OCC (stereo unspecified) | -30% | 6% | -9% | -1% | / | / | / | 0.8%
CS(=O)(=O)N(CC(=O)N/N=C/c1ccccc1C(=O)O)c1cccc(Cl)c1Cl | -17% | 2% | -6% | -1% | 1% | -16% | -1% | -5.4%

Screening results: PubChem BioAssay, National Center for Advancing Translational Sciences (NCATS)

An excerpt, so the mix of outcomes need not match the whole.
